FN deposition inh = inhibitors of fibronectin matrix deposition, primary screen, AH1F cells, Alexa488-fibronectin fluorescence, plate reader; AH1F fibroblasts, overnight; inhibition, % at 12.6 µM; 0.086% of 350,000 active;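 active means mean inhibition across replicates of 30% or more, regardless of how many single replicates reach that level; inconclusive means mean under 30% yet at least half of replicates reach 30%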;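 further: positive control wells lacked labelled fibronectin entirely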
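Material: AH1F fibroblasts assembling fluorescent fibronectin matrix; amount: 10000 AH1F cells/well; medium: DMEM, 2% serum; reagent: Alexa488-fibronectin, 24 nM final in well; dosing: single compound dose, delivered by pin transfer; incubation: 1 h adhesion, overnight exposure; detection: fluorescence after three HBSS washes, excitation 485 nm, emission 525 nm; measure: fibronectin deposition inhibition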
miR-122 sensor = miR-122 Renilla sensor signal increase in Huh7, primary screen, miR-122 inhibitor project, cell-based, single point, plate reader; activation (reporter increase), % at 12.5 µM; Huh7 miR-122 Renilla luciferase sensor, 48 h; neutral wells = 0, positive control = 100; AID 602342, 2012; 0.3% of 340,000 active;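 active means mean replicate activation score at least 90 and every replicate individually at or above 90; inconclusive means only one of the two criteria met; inactive means neither criterion met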;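 further: higher luciferase means less miR-122 activity so hits act as miR-122 inhibitors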
Cneo AK release = Cryptococcus neoformans cell lysis inducers, primary screen, AK release luminescence, single concentration; lysis activity, % at 15 µM; C. neoformans lysis, adenylate kinase release luminescence, 4 h; normalised: neutral wells 0, clomiphene wells 100; 0.2% of 360,000 active; AID 651654, 2012;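 active means mean lysis activity across replicates of at least 80%, whatever share of replicates individually reach that level; inactive means mean lysis activity below 80%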
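Assay system: log-phase C. neoformans yeast / Quantity: yeast cell density of 5 × 10^6 cells/mL / Medium: fresh YPD growth medium / Compound: single dose / Timing: static 4 h at 37 °C with compound, 1 h detection / Measured by: adenylate kinase release luminescence / Read-out: lysis from increased AK signal / Benchmarks: Clomiphene as positive lysis control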
LGR2 inh = inhibitors of bursicon-induced LGR2 CRE-luciferase signal, primary screen, cell-based, HEK293, CRE-luciferase reporter, bursicon stimulation. Drosophila bursicon receptor LGR2 (rickets). AID 720647, 2013. 0.35% of 380,000 active. inhibition, % at 9.99 µM. bursicon-stimulated, 4 h;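 active means drop in luminescence signal, shown as inhibition above about 50% in the replicate tests, limit read from the data, passing the limit was not always enough; inconclusive means probably only some replicates passing the limit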;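 further: agonist challenge used bursicon conditioned medium at about half maximal strength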
PAX8 inh HTS = inhibitors of PAX8-driven TPO luciferase reporter, primary screen, RMG-I cells, single concentration | SteadyGlo, 24 h | inhibition, % at 12.6 µM | 1.2% of 360,000 active | AID 652154, 2013;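 active means mean replicate inhibition at least 60% with every replicate also reaching 60%; inconclusive means only one of the two criteria is met; inactive means mean below 60% and not all replicates reaching 60%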;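 further: luciferase light reporting Pax8 driven TPO promoter activity; plate controls were median of neutral control wells for no effect and mitoxantrone controls for full effect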
Casp6 inh = human caspase-6 inhibitors, primary screen, biochemical, VEID-R110 fluorescence, single point, set 2. inhibition, % at 12.5 µM. P55212. 0.53% of 350,000 active. purified caspase-6, Z-VEID-R110 cleavage fluorescence;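 active means mean inhibition across replicates at least about 35%, with every replicate also reaching that limit, limit read from the data; inconclusive means only one of the two criteria met; inactive means neither criterion met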;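 further: 0% = median of neutral control wells and 100% = no fluorescence left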
Target sequence (P55212 24-179 limits assumed): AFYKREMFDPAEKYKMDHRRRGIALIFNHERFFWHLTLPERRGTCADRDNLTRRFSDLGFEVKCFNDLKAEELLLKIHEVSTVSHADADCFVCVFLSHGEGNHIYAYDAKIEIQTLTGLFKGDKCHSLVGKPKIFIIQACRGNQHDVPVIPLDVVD
Target sequence (P55212 194-293 limits assumed): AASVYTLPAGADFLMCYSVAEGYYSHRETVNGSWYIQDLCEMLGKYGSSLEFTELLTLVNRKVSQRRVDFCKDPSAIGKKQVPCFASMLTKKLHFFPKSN
PGC1a acetyl inh = inhibitors of PGC1a acetylation signal, primary screen, cell-based, U2OS, AlphaScreen, inhibitor mode; inhibition, % at 15.6 µM; 0.17% of 350,000 active; AlphaScreen anti-acetyl-lysine; with virally co-expressed GCN5 acetyltransferase; AID 651687, 2012;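 active means every replicate shows inhibition of at least 40%; inconclusive means mean inhibition at least 40% but some replicate below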;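 further: 0% = neutral control wells and 100% = positive control wells; some results beyond the cut were filed as inactive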
EWS-Fli inh = EWS/Fli-driven NR0B1 reporter inhibitors, primary screen, A673 cells, NR0B1 luciferase, luminescence, MLPCN library; viability-normalised; inhibition, % at 12.6 µM; AID 651661, 2012; 0.67% of 350,000 active;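 active means mean inhibition of at least 50% after viability correction, with every replicate also passing that limit; inconclusive means mean reaches 50% but only one of two replicates passes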;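 further: firefly luciferase signal divided by Alamar Blue viability fluorescence both relative to DMSO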
Active calls of the source: *; ? = inconclusive; . = no result given; & = joins results of further samples; [ ] = another dose, or the depositor's remark.

Order of results: FN deposition inh, miR-122 sensor, Cneo AK release, LGR2 inh, PAX8 inh HTS, Casp6 inh, PGC1a acetyl inh, EWS-Fli inh
- COc1cccc(C(=O)N2CCCC(Nc3ccc(C)c(C)c3)C2)c1 (stereo unspecified)
    -6, 4, 7, 10, ., -3, 1, -3
- C=CCN1CCCc2c(-c3ccc(OCCO)cc3)noc2-c2cc(OC)c(OC)cc2CC1
    ., ., 1, ., 12, -2, -1, -8
- O=C(C[C@@H]1CC[C@H](NC(=O)NC2CCCCC2)[C@@H](CO)O1)NCc1ccc(Cl)cc1
    0, ., -4, -1, 9, 2, -1, -9
- CC(C)CNC(=O)C(=O)NCCCN1CCOCC1
    4, -1, ., 21, 2, 2, 9, 4
- CO[C@@H]1CN(C)C(=O)c2cc(NC(C)=O)ccc2OC[C@H](C)N(C(=O)CN2CCOCC2)C[C@@H]1C
    -8, 0[16.7 µM], 2, 3, ., 0, 7, -4
- Cc1ccc(S(=O)(=O)N2CCCN(S(=O)(=O)c3ccc(C)cc3)CC2)cc1
    -1, 12, 0, ., 9, ., -8, .
- Cc1ccc2nc(SCC(=O)NCc3ccc(S(N)(=O)=O)cc3)[nH]c2c1
    -8, -3, 1, 8, 18, 5, 7, 10
- CCOc1cc(C2C(C(=O)OC(C)C)=C(C)NC3=C2C(=O)CCC3)cc([N+](=O)[O-])c1O (stereo unspecified)
    ., 3, ., -5, -13, -1, 9, -6
- COCCNC(=O)CCC1CCN(C/C=C/c2ccccc2OC)CC1
    0, -2, -4, 0, 13, -6, 2, 15
- C[C@@H]1CN([C@@H](C)CO)C(=O)c2cccc(NC(=O)Nc3ccc4c(c3)OCO4)c2O[C@H]1CN(C)C
    ., 2[16.7 µM], -4, -2, -66, 3, 12, -14
- CCOC(=O)c1nn(-c2ccccc2)c(=O)cc1OCC(=O)Nc1cccc(OC)c1
    ., -2, 2, 7, 8, -1, 4, 8
- CCCNC(=O)N(C)C[C@@H]1Oc2cc(C#Cc3cccc(F)c3)ccc2S(=O)(=O)N([C@H](C)CO)C[C@@H]1C
    -6, 6[16.7 µM], 2, -1, ., 0, 8, 4
- CN(C)Cc1c(C(=O)N/N=C/c2cccs2)nnn1-c1nonc1N
    -6, ., -4, 9, -4, 7, ., 8
- COCCN(C(=O)COC(=O)c1cc2c(s1)CCC2)c1c(N)n(Cc2ccccc2)c(=O)[nH]c1=O
    ., -6, 6, 12, 3, 80*, -5, 0
- CC1CCCCC1NC(=O)/C(C#N)=C/c1ccc(F)c(F)c1 (stereo unspecified)
    14, ., ., -1, 37, -7, ., 9
- CNC(=S)N1CCN(C(=O)c2ccco2)CC1
    3, -10, 5, -2, -30, 0, ., 14
- N#Cc1ccc(-c2nc3ccc(Cl)cn3c2Cc2cccc(F)c2)cc1
    4, -6, 0, 12, -17, -1, -6, -16
- CN1C(C(=O)Nc2ccc(C(=O)O)cc2)=C(O)c2ccccc2S1(=O)=O
    -1, -2, -2, -3, 0, -1, 3, -3
- Cc1ccc(-c2cnc3c(c2)C(=O)N([C@H](C)CO)C[C@@H](C)[C@H](CN(C)Cc2ccccc2F)O3)cc1
    4, ?, -4, 11, ., 4, -28, -9
- COC1OC(O)C(NC(=O)C(F)(F)F)CC1O (stereo unspecified)
    ., ., ., 11, -8, 0, ., -4
- CCCC(=O)Nc1ccc2c(c1)C(=O)N(C)C[C@H](OC)[C@H](C)CN(C)[C@@H](C)CO2
    ., 8[16.7 µM], 3, 17, ., -4, 9, -2
- CCC1CCCCN1c1nc2c(C=O)c(C)nn2c2ccccc12 (stereo unspecified)
    2, -4, 0, -6, -23, ., 4, .
- Cc1cc(C)c(NC(=O)CSc2nc(=O)n(CCN3CCOCC3)c3c2CCCC3)c(C)c1
    0, -1, 5, -10, 6, 0, ., -2
- Cn1c(N)c(S(=O)(=O)N2CCN(Cc3ccccc3)CC2)c(=O)n(C)c1=O
    6, ., ., 8, 3, -1, ., -6
- O=C(O)c1ncc(Cl)c(Cl)c1Cl
    -1&-13, ., ., 7&5, 10&-4, 3&0, 12, -2&4
- COc1ccc(Cc2c(-c3ccccc3)nc3c4ccccc4ccn23)c(C)c1
    3, -3, -1, -27, 15, 1, -2, -20
- O=C(NCC1CCCO1)c1cc2ccccc2oc1=O (stereo unspecified)
    -5, ., ., -27, -20, 1, ., -38
- CCOC(=O)C1=CN(Cc2ccco2)S(=O)(=O)NC1c1ccc(F)c(Cl)c1 (stereo unspecified)
    ., -1, 0, -7, 4, 4, 10, -12
- CCNC(=O)C[C@H]1CC[C@H]2[C@H](COc3ccc(NC(=O)Nc4ccc(Cl)cc4)cc3C(=O)N2C)O1
    1, 5[16.7 µM], 4, 12, 2, 0, -2, -7
- COc1ccc(-c2c(-c3ccccc3)c(C(=O)C(=O)NCCCN(C)C)n3ccc4cc(OC)c(OC)cc4c23)cc1OC
    10, -38, -1, -6, 18, -48, -17, 86*
- COc1ccc(/C=C/C(=O)N(C)Cc2cccs2)cc1S(=O)(=O)N1CCOCC1
    -4, 34, 3, -13, 7, 5, -6, -3
- O=C(OCc1nc2ccccc2s1)C1CCN(S(=O)(=O)c2cccs2)CC1
    -1, 3, 1, ., -13, ., 6, .
- CCNC(=O)C[C@@H]1CC[C@@H]2[C@H](COC[C@H](O)CN2Cc2ccncc2)O1
    0, -4[16.7 µM], -3, 0, -21, ., -2, -5
- CC(C)c1cn(CC[C@H]2CC[C@H](NS(=O)(=O)c3ccc(Cl)cc3)[C@@H](CO)O2)nn1
    ., ., -3, 6, -5, 1, -1, -2
- C=CCN(C(=O)c1cc(C)cc(C)c1)C1(C(=O)Nc2ccccc2)CCN(C(C)C)CC1
    -16, 45, 1, -11, 13, -4, ., -10
- Cc1cccc(CNC(=O)c2sc(=O)n(Cc3c(C)cccc3C)c2C)c1
    -2, ., -1, 18, 10, -1, ., -6
- CCc1sc(C(=O)Nc2cc(S(=O)(=O)N3CCOCC3)ccc2OC)cc1C
    -28, -14, -2, 14, 15, 1, -14, -8
- COc1ccc(/C=C2/NC(=O)N(CC(=O)Nc3cccc(C)c3)C2=O)cc1O
    -3, -4, 17, -14, 8, -3, 18, 62*
- COc1cc(F)ccc1-c1cc(C(=O)NCc2cc(C(F)(F)F)cc(C(F)(F)F)c2)[nH]n1
    -9, -2, -1, 1, -17, -4, -6, 7
- C=CCNc1nc2c(c(=O)n(C)c(=O)n2C)n1CC(=C)C
    -4, -9, 0&-3, -21, 0, 1, -2, -4
- COC(=O)CC1C(=O)NCCN1C(=O)Nc1ccccc1 (stereo unspecified)
    3, -4, 1, ., -10, ., 1, .
- Cc1ccc(CNC(=O)[C@H]2C[C@@H]2[C@H](NP(=O)(c2ccccc2)c2ccccc2)c2ccccc2)o1
    -5, -3, 6, 37, 16, 0, 2, -4
- C[C@H](CO)N1C[C@H](C)[C@H](CN(C)C(=O)C2CCCCC2)Oc2cc(-c3cncnc3)ccc2S1(=O)=O
    -7, ., 6, 4, -24, 0, -5, 3
- O=C(Cn1c(NCCO)nc2ccccc21)Nc1ccc2c(c1)OCCCO2
    -4, 1, -2, 12, -14, 5, -6, -1
- CCCN1CCN(C(=O)CCCn2c(C)c3cnn(-c4ccccc4)c(=O)c3c2C)CC1
    5, -3, -1, -7, 3, -7, 0, -3
- CC1Cc2ccccc2N1C(=O)CN1C(=O)NC2(CCCCC2)C1=O (stereo unspecified)
    -6, -1, 0, -6, 6, -2, 4, -9
- Cc1ccc(C)n1-c1ccc(C(=O)N2CCC(C(N)=O)CC2)cc1
    ., ., ., 37, 35, 3, ., -7
- Cc1ccc(NC2CCCN(C(=O)CN3C(=O)CSC3=O)C2)cc1C (stereo unspecified)
    3, ., 4, -5, 15, 3, ., -1
- O=C(NCC1CCCN1S(=O)(=O)c1cccs1)C(=O)Nc1ccccc1 (stereo unspecified)
    -2, 0, -6, 15, -36, 0, 11, -5
- CC=Cc1ccc2n(c1=O)C[C@H]1[C@H](CO)[C@@H](C(=O)NCCc3ccccc3)[C@@H]2N1C (mixture of isomers)
    ., -6[16.7 µM], -1, 4, 8, 0, 4, -2
- O=C1CCC(=O)N1CN(C(=O)c1ccco1)c1ccc(Cl)c(Cl)c1
    -5, -5, 0, ., 6, ., 1, .
- C[C@H](CO)N1C[C@H](C)[C@H](CN(C)C(=O)C2CCC2)Oc2cc(-c3ccccc3)ccc2S1(=O)=O
    ., 17[16.7 µM], ., -10, ., ., -13, 7
- Cc1ccc(C(=O)Nc2ccccc2N2CCCCC2)cc1S(=O)(=O)N1CCOCC1
    -5, 0, -2, 20, 2, -26, 0, 19
- CCOC(=O)N1CCN(C(=O)C(C)NC(=O)c2ccco2)CC1 (stereo unspecified)
    5, ., 1, 10, -5, -2, ., 3
- COc1ccc2c3c(n(C)c2c1)[C@@H](CO)NCC31CCN(C(=O)c2ccc(F)cc2)CC1
    8, ., ., -15, ., 0, 8, -5
- COc1ccc(CN(C)CC(=O)Nc2ccccc2C(=O)NC2CC2)cc1OC
    -7, -7, 1, -9, -4, -1, 6, 4
- CCOC(=O)C1=C(N)Oc2cc(O)ccc2C1c1cccc(Cl)c1 (stereo unspecified)
    6, 4, 0, 11, 0, 5, 2, 2
- C#CCOCCOCCOCCNc1nc(N2CCN(C(=O)[C@H](C(C)C)n3cc(CCO)nn3)CC2)nc(N2CCN(C(=O)[C@H]([C@@H](C)CC)n3cc(CCCCN)nn3)CC2)n1
    3, ., 1, -9, -2, -5, ., 4
- Nc1cc(S(=O)(=O)Nc2cc(Cl)ccc2Cl)ccc1N1CCCC1
    -2, 3, ., 11, -10, 0, 10, 14
- COc1ccc(OC)c(NC(=O)c2ccc3c(c2)OCO3)c1
    -2, ., -3, -4, -22, -6, ., -40

The closing 2 compounds of the part before come first, to join the parts:
Order of results: FN deposition inh, miR-122 sensor, Cneo AK release, LGR2 inh, PAX8 inh HTS, Casp6 inh, PGC1a acetyl inh, EWS-Fli inh
- Nc1cc(S(=O)(=O)Nc2cc(Cl)ccc2Cl)ccc1N1CCCC1
    -2, 3, ., 11, -10, 0, 10, 14
- COc1ccc(OC)c(NC(=O)c2ccc3c(c2)OCO3)c1
    -2, ., -3, -4, -22, -6, ., -40
- COc1ccccc1OCC(O)CN1CCN(C(=O)c2ccccc2)CC1 (stereo unspecified)
    -12, -2, -1, -22, 3, -4, -6, 7
- N=C1C(c2nc3ccccc3s2)=C(O)CN1C1CCCCC1
    7, ., ., -68, -51, -2, ., -91
- CC(C)(C)OC(=O)NNC(=S)NC1CCCCC1
    1, ., -4, 20, -14, -4, ., 9
- C=CCN1C(=O)[C@@]2(O[C@@H](CCO)[C@H]([Si](C)(C)c3ccc(OC)cc3)[C@H]2C)c2cc(N3CCC3=O)ccc21
    ., ., -7, ., 31, 0, 10, 7
- CCOC(=O)C1(Cc2ccccc2C)CCCN(C(=O)c2ccc(CSC)o2)C1 (stereo unspecified)
    ., -1, -8, 4, -22, 2, -16, .

High-throughput results: PubChem, Broad Institute
